Screens: PubChem, Broad Institute
FN deposit inh: inhibitors of fibronectin matrix deposition, primary screen, AH1F cells, Alexa488-fibronectin fluorescence, plate reader; AH1F fibroblasts, overnight; inhibition, % at 12.6 µM; 0.086% of 350,000 active; AID 743247, 2014;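 active means mean inhibition across replicates of 30% or more, regardless of how many single replicates reach that level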;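 further: positive control wells lacked labelled fibronectin entirely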
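Material: AH1F fibroblasts assembling fluorescent fibronectin matrix; amount: 10000 AH1F cells/well; medium: DMEM, 2% serum; reagent: Alexa488-fibronectin, 24 nM final in well; dosing: single compound dose, delivered by pin transfer; incubation: 1 h adhesion, overnight exposure; detection: fluorescence after three HBSS washes, excitation 485 nm, emission 525 nm; measure: fibronectin deposition inhibition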
C2C12 statin: suppressors of statin myotoxicity in C2C12 myotubes, primary screen, cell-based, single point, plate reader. C2C12 myotubes + simvastatin, ATP luminescence, 48 h; scaled: DMSO 0, geranylgeraniol control 100. rescue of ATP level, % at 7.49 µM. AID 602340, 2012. 0.78% of 330,000 active;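 active means mean ATP rescue above about 67%, or every replicate alone reaching that limit, limit read from the data, passing the limit was not always enough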;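 further: myotubes were challenged with 10 µM simvastatin during compound exposure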
PglD inh: C. jejuni PglD acetyltransferase inhibitors, primary screen, biochemical, DTNB colorimetric, single point; UDP-N-acetylbacillosamine N-acetyltransferase PglD (Campylobacter jejuni); purified PglD enzyme, DTNB colorimetric CoA detection; inhibition, % at 12.5 µM; 0.098% of 360,000 active; AID 602405, 2012; in the data active means inhibition above about 16%, passing the limit was not always enough; further: strong numbers were not always called active
F508del corr: F508del CFTR correction, initial screen, CFBE line, single point. activity (quench increase), % at 7.58 µM. CFBE cells, YFP halide quenching; stimulated with forskolin plus potentiator P3; % fluorescence drop versus neutral controls. AID 720511, 2013. 0.36% of 350,000 active;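 active means mean added fluorescence quench of at least 8% versus neutral control, with both replicates also reaching 8%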;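 further: cells transiently co-express mutant CFTR-F508del with the halide-sensitive YFP; corrector assay measuring rescue of mutant channel to the surface after 24 h compound exposure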
miR-122 sensor: miR-122 Renilla sensor signal increase in Huh7, primary screen, miR-122 inhibitor project, cell-based, single point, plate reader; Huh7 miR-122 Renilla luciferase sensor, 48 h; neutral wells = 0, positive control = 100; activation (reporter increase), % at 12.5 µM; 0.3% of 340,000 active;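 active means mean replicate activation score at least 90 and every replicate individually at or above 90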;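 further: higher luciferase means less miR-122 activity so hits act as miR-122 inhibitors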
Cneo AK release: Cryptococcus neoformans cell lysis inducers, primary screen, AK release luminescence, single concentration | C. neoformans lysis, adenylate kinase release luminescence, 4 h; normalised: neutral wells 0, clomiphene wells 100 | lysis activity, % at 15 µM | 0.2% of 360,000 active | AID 651654, 2012;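 active means mean lysis activity across replicates of at least 80%, whatever share of replicates individually reach that level; inactive means mean lysis activity below 80%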
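Test system: log-phase Cryptococcus neoformans yeast cells; Quantity: yeast cell density of 5 × 10^6 cells/mL; Buffer or medium: YPD; Doses: single compound concentration per well; Timing: 4 h at 37 °C static, read 1 h later; Measured by: AK luminescence; Read-out basis: lysis from increased AK signal; Control set: Clomiphene as positive control.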
GSIS activator: GLuc luminescence reporter in INS-1E cells, primary screen for activators of glucose-dependent secretion of insulin | INS-1E GLuc reporter insulin secretion, 2-3 h | activation, % at 16.6 µM | 0.61% of 370,000 active | AID 743287, 2014;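 active means lowest replicate activation of at least 40%, so every replicate reaches that level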;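 further: 0% = median of neutral control wells and 100% = median of IBMX positive control wells; some compounds called inactive have numbers as strong as hits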
PGC1a acetyl inh: inhibitors of PGC1a acetylation signal, primary screen, cell-based, U2OS, AlphaScreen, inhibitor mode; 0.17% of 350,000 active; inhibition, % at 15.6 µM; AlphaScreen anti-acetyl-lysine; with virally co-expressed GCN5 acetyltransferase;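 active means every replicate shows inhibition of at least 40%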;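 further: 0% = neutral control wells and 100% = positive control wells; some results beyond the cut were filed as inactive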
Starred values were filed as active, the others as inactive; nt = not tested or not shown; [ ] = remark or other dose.

1) O=C1[C@@H]2Cc3c([nH]c4ccccc34)C(c3ccc([N+](=O)[O-])cc3)N2C(=O)CN1C1CC1 (stereo partly specified)
2) COc1ccc(NC(=O)c2oc3ccccc3c2NC(=O)c2ccc3c(c2)OCO3)cc1
3) COc1ccccc1CCNC(=O)C(=O)NCCC1CCCCN1S(=O)(=O)c1ccccc1 (stereo unspecified)
4) COCCCNCCOCCOc1ccccc1-c1ccccc1
5) COc1ccccc1NC(=O)N[C@H]1CC[C@@H](CC(=O)NCc2ccc(Cl)c(Cl)c2)O[C@H]1CO
6) Cc1ccc(-n2nc(C(=O)O)cc2-c2ccccc2Cl)cc1

entry no.,1,2,3,4,5,6
FN deposit inh,8,-1,-5,0,-4,-2
C2C12 statin,6,12,nt,nt,5,-4
PglD inh,-5,0,4,2,0,1
F508del corr,nt,nt,0.4,nt,-1.3,-4.9
miR-122 sensor,-6,-26,nt,1,nt,5
Cneo AK release,-3,0,0,-4,-2,-3
GSIS activator,-15,nt,-20,15,-2,-44
PGC1a acetyl inh,-13,-5,nt,nt,-3,nt

Of the compounds above, these have nitrogen in an aromatic ring:
1) O=C1[C@@H]2Cc3c([nH]c4ccccc34)C(c3ccc([N+](=O)[O-])cc3)N2C(=O)CN1C1CC1 (stereo partly specified)
6) Cc1ccc(-n2nc(C(=O)O)cc2-c2ccccc2Cl)cc1

entry no.,1,6
FN deposit inh,8,-2
C2C12 statin,6,-4
PglD inh,-5,1
F508del corr,nt,-4.9
miR-122 sensor,-6,5
Cneo AK release,-3,-3
GSIS activator,-15,-44
PGC1a acetyl inh,-13,nt

Following part:
7) O=C(CCCn1c(=S)[nH]c2ccccc2c1=O)N1CCN(c2cccc(Cl)c2)CC1
8) O=C(NCCO)C(=O)Nc1cc2c3c(c1)CCC(=O)N3CCC2
9) COC(=O)c1ccc(NC(=O)CSc2nncc3ccc(OC)c(OC)c23)cc1
10) CC(C)C(=O)NCCSc1c[nH]c2ccccc12
11) CCNc1nc(N)nc(-c2cc(Cl)ccc2OC)n1
12) C[C@@H]1CN([C@H](C)CO)C(=O)c2cc(NC(=O)Nc3ccc4c(c3)OCO4)ccc2O[C@@H]1CN(C)S(C)(=O)=O

entry no.,7,8,9,10,11,12
FN deposit inh,6,3,3,1,nt,nt
C2C12 statin,nt,-1,nt,8,nt,-118
PglD inh,7,0,-1,0,-4,4
F508del corr,nt,0.4,nt,0.9,nt,-1.0
miR-122 sensor,4,-6,-2,-2,1,7[16.7 µM]
Cneo AK release,5,0,-2,-1,1,5
GSIS activator,nt,-7,1,nt,22,12
PGC1a acetyl inh,nt,-7,-3,-3,-8,-2

13) CCN1CCN(CC(=O)Nc2ccc3c(c2)OCO3)C(=O)C1=O
14) CNC[C@@H]1Oc2c(NS(C)(=O)=O)cccc2C(=O)N([C@@H](C)CO)C[C@@H]1C
15) C[C@@H]1CN([C@H](C)CO)C(=O)c2cc(NS(=O)(=O)c3ccc(F)cc3)ccc2O[C@@H](C)CCCCO[C@@H]1CN(C)S(=O)(=O)c1ccc(Cl)cc1
16) O=C1c2cccc3cc([N+](=O)[O-])cc(c23)C(=O)N1CC1CCCO1 (stereo unspecified)
17) COC(=O)c1ccc(Cn2cc(/C=C\[N+](=O)[O-])c3ccccc32)o1
18) COc1cccc(CN(C)C(=O)C2CCN(S(=O)(=O)c3cccs3)CC2)c1OC

entry no.,13,14,15,16,17,18
FN deposit inh,-2,nt,-9,-1,6,9
C2C12 statin,-6,2,15,5,4,-6
PglD inh,5,0,1,-4,1,-4
F508del corr,-2.2,-4.4,3.3,2.9,-15,-0.8
miR-122 sensor,-2,3[16.7 µM],5[16.7 µM],2,-2,-3
Cneo AK release,0,-3,0,0,5,0
GSIS activator,20,31,2,nt,-12,12
PGC1a acetyl inh,0,0,8,nt,7,-2

19) COc1ccc(CNS(=O)(=O)c2c(C(=O)N3CCCCCC3)c(C)n(C)c2C)cc1
20) Cn1ncc2c(Nc3ccc4ccccc4c3)ncnc21
21) CC(C)c1ccc(C=NNc2ccc([N+](=O)[O-])cn2)cc1
22) O=C(N[C@H]1CC[C@H](CCNS(=O)(=O)c2ccc(F)cc2)O[C@@H]1CO)c1cccc(F)c1
23) CC1(c2nnc(Cc3ccccc3)o2)CC(c2ccc(Cl)cc2)=NO1 (stereo unspecified)
24) Cc1sc2ncn(CC(=O)NCCCC(=O)Nc3ccc(C(C)C)cc3)c(=O)c2c1C

entry no.,19,20,21,22,23,24
FN deposit inh,6,nt,8,nt,7,-4
C2C12 statin,20,14,-28,3,-9,2
PglD inh,-3,-3,-3,1,-2,-3
F508del corr,0.0,0.5,0.5,-0.9,0.3,-4.1
miR-122 sensor,-2,-6,5,nt,-1,-4
Cneo AK release,-2,-17,-6,-1,1,3
GSIS activator,-9,-1,-5,4,nt,7
PGC1a acetyl inh,1,7,-15,12,nt,-2

A few values from the list:
Value of entry 21 under FN deposit inh: 8
Value of entry 24 under Cneo AK release: 3
Value of entry 22 under PglD inh: 1

Continued.
25) COc1ccc(/C=C/C(=O)NCCCNC(=O)/C=C/c2ccc(OC)c(OC)c2)cc1OC
26) O=C(CCC(=O)c1ccccc1)NC1CCCN(Cc2ccccc2F)C1 (stereo unspecified)
27) Cc1ccc(S(=O)(=O)NC(CC(=O)NC2CCCC2)c2ccco2)cc1 (stereo unspecified)
28) CC1CC(C)CN(S(=O)(=O)c2ccc3c(c2)CC(=O)N3)C1 (stereo unspecified)
29) NS(=O)(=O)c1ccc(CCn2c(=S)[nH]c3ccc(F)cc3c2=O)cc1
30) O=C(Nc1ccc(Cl)cc1)c1ccc2c(c1)S(=O)(=O)c1ccccc1C2=O

entry no.,25,26,27,28,29,30
FN deposit inh,-10,1,nt,0,3,0
C2C12 statin,26,5,-2,5,nt,-8
PglD inh,3,2,-4,-4,nt,-3
F508del corr,nt,4.3,nt,0.8,3.0,3.8
miR-122 sensor,-2,3,1,nt,nt,0
Cneo AK release,-1,0,-2,0,nt,1
GSIS activator,22,-18,2,7,13,3
PGC1a acetyl inh,nt,-16,0,nt,8,12

31) CC(C)(Oc1ccc(Cl)cc1)C(=O)N1CCN(c2ccccn2)CC1
32) CC1(C(=O)NS(=O)(=O)c2ccc(Cl)cc2)CCN1C(=O)CC1CC1 (stereo unspecified)
33) CSc1ccccc1NC(=O)N1CCC(CO)(CC2CCCCO2)CC1 (stereo unspecified)
34) CC(C)Cn1c2c(c(=O)[nH]c1=O)C(NS(=O)(=O)c1ccc(Cl)cc1)(C(F)(F)F)C(=O)N2 (stereo unspecified)
35) COc1ccc(C(=O)C=Cc2ccc(OCc3ccccc3)c(OC)c2)cc1OC
36) CN1CCN(C(=O)C[C@@H]2CC[C@H]3[C@@H](COc4ccc(NC(=O)c5ccc(F)c(F)c5)cc4C(=O)N3C)O2)CC1

entry no.,31,32,33,34,35,36
FN deposit inh,nt,-6,1,6,8,-10
C2C12 statin,35,0,17,-3,11,-6
PglD inh,1,1,nt,1,4,-3
F508del corr,nt,-3.0,1.4,-3.6,-3.3,2.2
miR-122 sensor,-4,33,-3,-1,-34,12[16.7 µM]
Cneo AK release,-1,0,nt,5,-1,2
GSIS activator,nt,5,2,-10,-4,1
PGC1a acetyl inh,-16,6,-2,0,nt,2

37) CCCC(=O)Nc1ccc2c(c1)C(=O)N(C)C[C@H](OC)[C@@H](C)CN(C(=O)c1ccncc1)[C@H](C)CO2
38) Cc1noc(C)c1NC(=O)N(C)C[C@H]1Oc2c(NS(=O)(=O)c3ccc(F)cc3)cccc2C(=O)N([C@@H](C)CO)C[C@H]1C
39) Cc1ccccc1-c1nnc(CN2CCN(C(=O)c3ccco3)CC2)o1
40) Cc1ccc(S(=O)(=O)/N=C2/NC(=O)/C(=C/c3ccccn3)S2)cc1
41) C[C@@H]1CN([C@H](C)CO)C(=O)c2cc(-c3ccc(F)cc3)cnc2O[C@H]1CN(C)C(=O)c1cccnc1
42) CC(C)NC(=O)Nc1ccc2c(c1)CC(=O)N([C@@H](C)CO)C[C@@H](C)[C@@H](CN(C)C(=O)Nc1ccc(C(F)(F)F)cc1)O2

entry no.,37,38,39,40,41,42
FN deposit inh,-20,nt,-2,13,nt,nt
C2C12 statin,-1,0,10,12,6,-5
PglD inh,-3,3,3,-5,-2,-4
F508del corr,0.7,-2.3,0.6,-1.1,1.0,-3.7
miR-122 sensor,nt,-3[16.7 µM],2,13,3[16.7 µM],5[16.7 µM]
Cneo AK release,6,-11,-1,0,-1,-1
GSIS activator,4,-1,13,8,8,13
PGC1a acetyl inh,-7,6,11,-5,1,-5

Just PGC1a acetyl inh, for 5 of the compounds above:
nr | SMILES | PGC1a acetyl inh
37 | CCCC(=O)Nc1ccc2c(c1)C(=O)N(C)C[C@H](OC)[C@@H](C)CN(C(=O)c1ccncc1)[C@H](C)CO2 | -7
38 | Cc1noc(C)c1NC(=O)N(C)C[C@H]1Oc2c(NS(=O)(=O)c3ccc(F)cc3)cccc2C(=O)N([C@@H](C)CO)C[C@H]1C | 6
39 | Cc1ccccc1-c1nnc(CN2CCN(C(=O)c3ccco3)CC2)o1 | 11
40 | Cc1ccc(S(=O)(=O)/N=C2/NC(=O)/C(=C/c3ccccn3)S2)cc1 | -5
41 | C[C@@H]1CN([C@H](C)CO)C(=O)c2cc(-c3ccc(F)cc3)cnc2O[C@H]1CN(C)C(=O)c1cccnc1 | 1

Continued.
43) Cc1cc(C)c(NC(=O)CN(C)C(=O)C2CC(=O)N(c3cccc4ccccc34)C2)c(C)c1 (stereo unspecified)
44) CCOc1nsc(OCC)n1
45) COc1ccccc1NC(=O)Nc1ccc(S(=O)(=O)Nc2onc(C)c2C)cc1
46) CC(C)CC(COCc1ccc(Cl)cc1)N1CCN(C(=O)c2cccc(C(F)(F)F)c2)CCC1=O (stereo unspecified)
47) COc1ccc(S(=O)(=O)O/N=C2\CCSc3ccc(C)cc32)cc1
48) COc1ccc(NC(=O)CN(C)C(=O)c2ccc3c(c2)OCCO3)cc1

entry no.,43,44,45,46,47,48
FN deposit inh,3,-1,0,-3,nt,3
C2C12 statin,21,-9,1,4,4,10
PglD inh,-4,2,-4,3,-4,4
F508del corr,0.9,0.9,1.1,1.4,nt,-1.3
miR-122 sensor,-11,nt,5,nt,10,2
Cneo AK release,-1,-17,1,2,-1,1
GSIS activator,5,4,15,-9,nt,-5
PGC1a acetyl inh,7,nt,4,nt,nt,5

49) COc1ccc(CN2CCC3CC2c2cc(Cl)ccc23)cc1 (stereo unspecified)
50) COc1cccc(-c2ccc(=O)n(CC(=O)NCCN3CCOCC3)n2)c1
51) CCOc1ccc(CCNC(=O)COC(=O)C2CCN(S(=O)(=O)c3ccc(C)c(C)c3)CC2)cc1OCC
52) O=C(c1cc(=O)c2ccccc2o1)N1CCCc2ccccc21
53) COc1ccc(N(C)C(=O)Cc2c(C(=O)O)n(C)c3ccccc23)cc1

entry no.,49,50,51,52,53
FN deposit inh,-3,-4,-5,-20,-4
C2C12 statin,-1,59,12,-10,-9
PglD inh,nt,nt,4,1,-6
F508del corr,1.4,nt,3.9,nt,3.3
miR-122 sensor,-4,1,nt,-3,1
Cneo AK release,1,nt,-1,0,-5
GSIS activator,-10,2,12,nt,2
PGC1a acetyl inh,9,-1,nt,0,8
